High-throughput results as filed in PubChem.
Furin inh: human furin inhibition; purified furin, fluorogenic substrate cleavage; inhibition, % at 30 µM; hit rate 0.061% among 220,000; AID 463115; in the data active = inhibition above about 25%; also: inactives centre near -15
Rad51 HR inh: Rad51 (human) homologous recombination inhibition; Q06609; hRad51 DNA strand exchange, fluorescence dequenching; inhibition, % at 10 µM; hit rate 0.085% among 200,000; AID 1385;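 active = inhibition above 40% at the single screening dose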;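 also: 0% = DMSO control wells and 100% = blanks with heterologous ssDNA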
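System: hRad51 filaments on single-stranded DNA; reagent: Fluorescein- and BHQ1-tagged 47-mer duplex; compound dosing: one concentration, 10 µM final; timing: filaments 15 min 37 °C, then compound 30 min; measured by: fluorescein emission 520 nm, excitation 485 nm; benchmarks: per-plate controls and blanks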
FXIa inh 1536: blocks human coagulation factor XIa protease activity; P03951; inhibition, % at 5 µM; hit rate 0.14% among 220,000; purified FXIa, Boc-Glu-Ala-Arg-AMC fluorogenic substrate;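 active = inhibition of at least 40%; inactive = inhibition below 40%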;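 also: fluorescence of freed AMC excited at 355 nm; 0% = enzyme without compound and 100% = no enzyme blank; many of its hits are not listed in these tables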
KCC2 mod: KCC2 (human) Cl- transport modulation. Q9H2X9. KCC2 cells, thallium flux FluoZin-2 fluorescence. hit rate 2.2% among 190,000. B-score of Tl+ flux slope (higher = more flux/activation; lower = inhibition) at 10 µM;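 active = thallium flux slope and its plate-corrected score both differing from the plate sample mean at a set confidence after two filtering rounds, in either direction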;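 also: slope of fluorescence scaled to starting intensity during 10 to 20 s after thallium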
Thrombin inh: thrombin (human) inhibition | inhibition, % at 5 µM | P00734 | hit rate 0.26% among 220,000 | alpha-thrombin, Boc-VPR-AMC fluorogenic substrate cleavage;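 active = inhibition at or above 40%; inactive = inhibition below 40%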;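 also: 0% = enzyme with no compound and 100% = wells without enzyme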
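Material: Human alpha-thrombin protein | Buffer or medium: pH 7.5 Tris-saline with Tween 20 | Reagent: Boc-VPR-AMC substrate, 15 µM final | Schedule: Reaction at ambient temperature | Detection: AMC fluorescence at 355 nm excitation and 460 nm emission | Evaluation: Percent inhibition scaled between no-compound controls and no-enzyme blanks | Controls: no-compound enzyme wells and no-enzyme blanks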
Calpain2 inh: blocks pig calpain II enzyme activity | purified calpain II, fluorogenic peptide substrate, 30 min | inhibition, % at 16 µM | hit rate 0.37% among 220,000 | AID 1236;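 active = inhibition above about 50%, limit read from the data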
FXIIa inh 1536: factor XIIa (human) inhibition | P00748 | purified FXIIa, Boc-QGR-AMC fluorogenic substrate, 2 h | inhibition, % at 5 µM | hit rate 0.3% among 220,000 | AID 800; in the data active = inhibition above about 40%;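 also: 0% = enzyme with no compound and 100% = blank without enzyme; many of its hits are not listed in these tables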
PERK inh: human PERK inhibition, primary cell-based screen; CHO PERK-DD fusion, SEAP luminescence translation reporter; hit rate 0.17% among 220,000; Q9NZJ5; inhibition, % at 5.6 µM;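 active = inhibition above the mean inhibition of all tested compounds plus 3 SD, set separately per screening campaign, cut at about 2.9% in these data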;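 also: PERK kinase domain activated by AP20187 dimerizer at 100 nM; 0% = DMSO with dimerizer and 100% = rapamycin at 8.4 µM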
Target sequence (Q9NZJ5 whole entry, looked up, the tested form may be a part): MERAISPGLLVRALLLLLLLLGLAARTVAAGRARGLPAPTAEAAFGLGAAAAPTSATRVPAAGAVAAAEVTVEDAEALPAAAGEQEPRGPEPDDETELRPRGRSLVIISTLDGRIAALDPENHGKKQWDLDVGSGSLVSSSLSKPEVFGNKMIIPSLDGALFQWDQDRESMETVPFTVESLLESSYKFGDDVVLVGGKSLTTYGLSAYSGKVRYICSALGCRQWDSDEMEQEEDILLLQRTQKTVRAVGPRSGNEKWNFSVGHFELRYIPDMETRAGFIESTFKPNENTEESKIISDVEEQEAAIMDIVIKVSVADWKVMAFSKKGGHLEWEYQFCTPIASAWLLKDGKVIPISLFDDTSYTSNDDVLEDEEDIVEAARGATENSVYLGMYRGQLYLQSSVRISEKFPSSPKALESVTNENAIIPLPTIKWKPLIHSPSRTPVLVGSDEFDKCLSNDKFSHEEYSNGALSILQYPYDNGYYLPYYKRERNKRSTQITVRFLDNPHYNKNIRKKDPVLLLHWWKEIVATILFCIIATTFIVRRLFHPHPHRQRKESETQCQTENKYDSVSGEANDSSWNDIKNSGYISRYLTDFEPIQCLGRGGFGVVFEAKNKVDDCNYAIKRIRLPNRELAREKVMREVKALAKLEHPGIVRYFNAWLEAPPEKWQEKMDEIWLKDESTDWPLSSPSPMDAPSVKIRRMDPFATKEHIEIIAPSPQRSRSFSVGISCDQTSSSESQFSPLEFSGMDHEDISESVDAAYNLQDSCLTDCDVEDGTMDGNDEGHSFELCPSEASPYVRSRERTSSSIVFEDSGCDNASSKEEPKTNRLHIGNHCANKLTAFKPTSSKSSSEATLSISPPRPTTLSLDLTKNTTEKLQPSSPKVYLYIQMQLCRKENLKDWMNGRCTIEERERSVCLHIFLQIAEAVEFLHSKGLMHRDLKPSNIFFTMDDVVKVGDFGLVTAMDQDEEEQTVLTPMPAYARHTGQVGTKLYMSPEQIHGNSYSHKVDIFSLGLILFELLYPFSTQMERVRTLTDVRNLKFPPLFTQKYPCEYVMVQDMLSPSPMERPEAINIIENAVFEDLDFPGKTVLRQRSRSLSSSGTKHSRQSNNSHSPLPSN
KLK5 inh: inhibitors of human kallikrein 5. recombinant hK5, fluorogenic AMC substrate cleavage. Q9Y337. inhibition, % at 5 µM. hit rate 0.59% among 210,000;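 active = inhibition of 40% or more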;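 also: 0% = enzyme controls without compound and 100% = no-enzyme blanks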
An asterisk follows results filed as active; i = inactive; · = not tested or not shown; [ ] = dose if it differs, or a comment. These rows are one share of the data; the hit share may differ from the screen's.

Under each structure – Furin inh, Rad51 HR inh, FXIa inh 1536, KCC2 mod, Thrombin inh, Calpain2 inh, FXIIa inh 1536, PERK inh, KLK5 inh
> CCN1CNC(=S)N(c2ccccc2OC)C1
    -15, 4, -11, 0.5, -12, -5, -2, 0.0, -9
> Cc1ccc(OCCOc2cccc(Br)c2)c([N+](=O)[O-])n1
    1, 7, -3, -1.4, -11, 37, -5, -0.2, -15
> COc1ccc(NC(=O)Cc2ccc(C)cc2)c([N+](=O)[O-])c1
    -1, -4, 9, -0.031, -1, -8, 16, 0.4, -15
> Cc1ccc(-c2cc(N)n(-c3ccc(F)cc3)n2)cc1
    -14, 8, 6, 1, 1, 3, 2, 3.4*, -20
> S=C(Nc1ccccc1Cl)N(Cc1ccccc1)Cc1cccnc1
    -15, -4, 5, -0.69, 4, 24, 8, -0.3, -6
> CC(C)c1nc2n[nH]c(N)c2c2c1CCC2
    -3, -6, -3, ·, -1, 4, 6, -0.3, -16
> CS(=O)(=O)N1CCC(C(=O)Nc2cccc(C(F)(F)F)c2)CC1
    -13, 0, 14, -0.19, -2, -8, 20, -0.6, -17
> Cc1ccccc1NC(=O)NC1(C(=O)N2CCOCC2)CCCCC1
    -27, 9, -2, -0.22, -7, -25, 8, 0.6, 1
> CCn1cc(S(=O)(=O)CC(=O)Nc2ccc3c(c2)OCCO3)c2ccccc21
    -17, -3, 2, 0.099, -2, -34, 15, -0.9, 16
> CCCCc1ncc(CN2CCN(Cc3ccc(C)cc3)C(CCO)C2)[nH]1 (stereo unspecified)
    -28, 16, -2, ·, -3, -11, 7, 1.4, ·
> C=CCn1c(=O)c(C(=O)Nc2ccccc2O)c(O)c2ccccc21
    -5, -5, -2, ·, -3, -75, 10, 1.9, -1
> CCCCN1CCNC1=S
    -21, 5, 8, -0.47, -3, -12, 2, 1.3, -4
> O=C(Nc1cccc(O)c1)N1CCOCC1
    -29[20 µM], 7, 9, 1.7, -2, -6, 13, -0.2, -6
> CCC(Sc1nc2ccccc2c(=O)n1CC1CCCO1)C(=O)NCc1cccnc1 (stereo unspecified)
    -1, -3, 5, ·, 4, -8, -7, -1.0, -3
> Cn1cnnc1SCC(=O)Nc1cccc(S(=O)(=O)N2CCOCC2)c1
    -19, ·, -1, 0.16, 2, 4, 4, 2.3, ·
> COc1ccc(N2C(=O)C3ON(C4SC(=S)N(C)C4(C)C)C(c4ccc([N+](=O)[O-])cc4)C3C2=O)cc1 (stereo unspecified)
    -14[20 µM], 5, -4, -0.14, 3, -1, -4, -1.3, -16
> CCOC(=O)C(O)(CC(=O)Nc1cc(F)ccc1C)C(F)(F)F (stereo unspecified)
    -10[20 µM], 2, -1, -0.81, -4, 15, 7, 1.6, -8
> Cc1oc(C(C)(C)C)cc1-c1cc(NC(=O)c2ccc([N+](=O)[O-])cc2)n[nH]1
    -6, -7, -8, 0.75, -3, -17, 3, -0.3, -9
> O=C(O)c1sccc1SCc1ccc(Cl)cc1Cl
    -31[20 µM], ·, 6, ·, 5, -25, 20, 0.2, -11
> COc1ccccc1CNc1nc2nc(C)cc(=O)n2[nH]1
    -16[20 µM], 1, -1, 0.54, 3, -50, -1, 2.5, -10
> S=C(NCCN1CCOCC1)Nc1cccc2ccccc12
    -6, 6, -2, 0.019, -1, 15, 11, -0.2, -19
> COC(=O)c1ccccc1C(=O)N1CCOCCOCCOCC1
    -12, ·, 9, -0.06, 5, 0, 13, 1.3, 1
> COc1ccc(N2CCN(S(=O)(=O)c3cccc(C(F)(F)F)c3)CC2)cc1
    -20[20 µM], -2, -2, -0.56, -12, 9, 5, 1.3, -8
> Cc1ccc(Cn2ccc(NC(=O)c3nc4ncccn4n3)n2)cc1
    -12[20 µM], 6, 0, 0.048, 2, 11, 18, 0.1, -11
> COc1ccccc1N1C(=O)c2ccccc2NC1C(OC)OC (stereo unspecified)
    -10[20 µM], -4, 7, 0.36, -4, -115, 7, 1.1, -4
> O=C(O)CC1C(=O)NCCN1Cc1ccc(F)c(F)c1 (stereo unspecified)
    -18, 6, -8, ·, -8, 0, 4, 0.6, 17
> O=C(CSc1nc2ccccc2[nH]1)N1CCN(c2ccccc2)CC1
    -14, 2, 7, -0.46, 4, 7, 18, -1.1, -20
> CCNc1nc(SCC(=O)Nc2ccc(Cl)c(Cl)c2)nc(N(C)C)n1
    -29, -5, 0, 0.35, -4, -33, 10, 0.7, 6
> COCCCNC(=O)C1CCN(C(=O)c2cc3sccc3n2Cc2ccc(F)cc2)CC1
    -21, 5, -1, 0.2, 7, -7, 11, -0.8, 2
> Cn1c(=O)oc2cc(S(=O)(=O)NCCN3CCc4ccccc4C3)ccc21
    -19, -1, -6, -0.83, 1, 12, 6, 0.7, -5
> CCOC(=O)C(C(=O)OCC)C(C[N+](=O)[O-])c1ccccc1 (stereo unspecified)
    -20, 16, 2, 0.3, -3, 25, 10, 0.2, 17
> Cc1ccc(NC(=O)c2ccc(NCC3CCCO3)c([N+](=O)[O-])c2)cc1Cl (stereo unspecified)
    -22, -7, -1, -1.1, -5, -22, 10, 2.0, 1
> COCC(C)NCc1cccc2ccccc12 (stereo unspecified)
    -31, 4, -1, 0.64, -2, -38, 7, 0.3, -1
> N/N=c1\sc2ccccc2n1-c1ccccc1
    -3[20 µM], 4, -11, 0.096, -3, 22, 2, 0.7, -25
> Cc1nn(Cc2ccccc2Cl)c(C)c1NC(=O)c1cc(-c2ccc(F)cc2)on1
    -11[20 µM], 1, 3, -0.21, -1, -11, 7, -0.4, 1
> O=C1c2cccc3cc([N+](=O)[O-])cc(c23)C(=O)N1CCN1CCCC1
    -4, 13, -1, -0.62, -4, 0, 6, -1.6, 0
> CCOC(=O)c1[nH]c2cc(OC)c(OC)cc2c1NC(=O)CN1CCN(C)CC1
    -33, -6, -6, ·, -6, i, 10, -1.4, -28
> Cc1ccc(-n2ncc3c(=O)[nH]c(SCC(=O)N4CCOCC4)nc32)cc1
    -14, ·, 1, -0.22, 5, -43, 16, -0.2, -20
> Cc1cc(C(=O)Nc2cccc(/C=C/C(=O)O)c2)c(C)o1
    -18[20 µM], -2, -5, ·, -3, 22, 6, 0.7, -2
> CCCNC(=O)Nc1ccccc1C(=O)Nc1ccc(OC)cc1
    -14[20 µM], -1, 6, 1.4, 4, 5, 20, -1.4, -5
> Cc1cc(C)c(S(=O)(=O)c2ccccc2)c(Cl)n1
    -4[20 µM], 5, 8, ·, -4, 6, 6, 0.2, -17
> Cc1ccc(CNC(=O)CCC2CCCN(Cc3cc4ccccc4o3)C2)o1 (stereo unspecified)
    -17, 13, 4, 0.004, 1, 2, 11, -0.9, 4
> CCc1ccc(NC2CC(=O)N(CCc3ccc(OC)c(OC)c3)C2=O)cc1 (stereo unspecified)
    -18, -14, -13, -0.9, -3, 5, 6, -0.2, -7
> O=C(c1cnc2n(c1=O)CCS2)N1CCN(c2ccc([N+](=O)[O-])cc2)CC1
    -2, 1, -2, -0.051, -8, -8, 9, 0.3, -22
> Cc1cc(=O)[nH]c(SCc2cccc3cccnc23)n1
    -25, -10, -2, 0.25, -1, -15, 9, 0.6, 3
> CC(C)CC(NC(=O)C1CCC(C)CC1)C(=O)Nc1ccccn1 (stereo unspecified)
    -3, 4, -1, -1.3, 1, -3, 14, -0.4, 3
> CC1(C)C(=O)OC(c2cccn2-c2ccc([N+](=O)[O-])cc2)C2(CCCCC2)C1=O (stereo unspecified)
    -27, -6, 22, 1.7, 1, 14, 21, 2.1, -2
> C=CCNC(=S)NNC(=O)COc1ccc(Br)cc1
    -20, 11, -1, 0.66, -3, 3, 7, 0.8, 3
> O=C(N/N=C/c1c(O)n(-c2ccccc2Cl)c(=O)c2ccccc12)C1COc2ccccc2O1 (stereo unspecified)
    -9, -29, 2, -1.9, 0, -110, 7, -0.1, -11
> Cc1ccc(C)c(Cn2nnc3c(=O)[nH]c(C4CCCN(C(=O)CC(C)C)C4)nc32)c1 (stereo unspecified)
    -15, 2, 9, -0.52, -4, -3, 4, -0.8, -14
> COc1ccc(CNC(=O)COC(=O)/C=C/c2cccc(Br)c2)cc1OC
    -11, 0, -1, -0.024, 1, 5, 7, 1.5, 3
> CC(NC(=O)C1CCCCC1)C(c1cccs1)N1CCN(C)CC1 (stereo unspecified)
    -33, 3, 0, 0.83, -6, 0, 2, ·, -2
> O=C(Nc1ccccc1-c1ccccc1)c1ccc(NC(=O)c2ccco2)cc1
    2[20 µM], 3, 3, -1.2, 3, -22, 17, -1.3, 7
> O=C(NCc1ccccc1)Nc1cccn(Cc2ccccc2Cl)c1=O
    -11, 32, 2, 0.79, 4, 26, 8, 1.0, -4
> COc1ccc(Br)cc1CN(C)CC(=O)Nc1ccccc1Cl
    -14, 9, 3, 0.0039, -6, 14, 9, -0.1, -5
> Cc1ccc(NC(=O)C2CCC(=O)N2)cc1C (stereo unspecified)
    -22[20 µM], -1, 2, 0.54, 1, 19, 9, 0.0, -5
> COc1cc(-c2nc3oc4ccccc4c(=O)c3c(=O)n2Cc2ccco2)cc(OC)c1OC
    -12, -12, 2, ·, 19, 1, 10, -0.5, 18
> O=C(CSc1ccccc1)N1CCc2ccccc21
    -15[20 µM], -1, 23, -1.7, 12, 12, 24, -0.7, -5
> Cc1ccc(NCc2nnc(SCC(=O)c3ccccc3)n2Cc2ccco2)c(C)c1
    -12, -8, -3, -0.53, 0, -49, 9, -1.4, 28
> Cc1nc2ccccc2n1CC(=O)NC1CCCCCC1
    -27, -4, 17, 0.28, -2, -19, 9, 1.6, 2

(more compounds)
Under each structure – Furin inh, Rad51 HR inh, FXIa inh 1536, KCC2 mod, Thrombin inh, Calpain2 inh, FXIIa inh 1536, PERK inh, KLK5 inh
> O=C(NCc1ccccn1)c1ccc(Br)s1
    -5[20 µM], 5, -5, 0.35, -1, -10, -10, -0.1, 0
> Clc1ccc(C2[C@H]3CN(Cc4cccnc4)[C@H](c4ccccc4)C34CC2(c2cccnc2)C4)cn1 (stereo partly specified)
    -30, 2, 0, -0.68, 1, -25, 5, ·, 1
> CC1=NNC(=O)C1CC(=O)N/N=C/c1ccncc1 (stereo unspecified)
    -6, -20, 3, 0.82, -4, 11, 3, 0.1, 2
> CC1(C)Cc2ccccc2-c2nc(-c3ccccc3)oc(=O)c21
    -14[20 µM], 5, 3, ·, 5, 43, 23, 0.2, -4
> COc1ccc(C)cc1NS(=O)(=O)c1ccc(NS(=O)(=O)c2ccc(NC(C)=O)cc2)cc1
    -10[20 µM], -4, 14, -0.19, 7, -20, 30, -1.0, -15
> OC1(c2ccc(F)cc2)CN(c2ccccc2)C2=[N+]1CCS2 (stereo unspecified)
    -23, 8, 5, 0.039, -9, 0, 7, 0.5, 5
> O=C(Cc1cc(=O)[nH]c(=O)[nH]1)N1CCC(Cc2ccccc2)CC1
    -20, -2, -2, ·, -2, -3, 9, 1.0, -2
> CCc1cccc(C)c1NC(=O)c1ccoc1C
    -17, -6, 19, ·, -1, -11, 23, 0.5, 0

Quoted at random: three entries already listed, in no set order.
Under each structure – Furin inh, Rad51 HR inh, FXIa inh 1536, KCC2 mod, Thrombin inh, Calpain2 inh, FXIIa inh 1536, PERK inh, KLK5 inh
> COc1ccc(C)cc1NS(=O)(=O)c1ccc(NS(=O)(=O)c2ccc(NC(C)=O)cc2)cc1
    -10[20 µM], -4, 14, -0.19, 7, -20, 30, -1.0, -15
> Clc1ccc(C2[C@H]3CN(Cc4cccnc4)[C@H](c4ccccc4)C34CC2(c2cccnc2)C4)cn1 (stereo partly specified)
    -30, 2, 0, -0.68, 1, -25, 5, ·, 1
> CC1=NNC(=O)C1CC(=O)N/N=C/c1ccncc1 (stereo unspecified)
    -6, -20, 3, 0.82, -4, 11, 3, 0.1, 2
